MBNL1-CUG inh = qHTS Assay for Inhibitors of MBNL1-poly(CUG) RNA binding; AID 2675, 2010; TR-FRET MBNL1-His/biotin-(CUG)12 binding, 665/545 ratio; 0.036% of 280,000 active; Potency, µM (highest dose often 57.5 µM), without a hit: top-dose activity change, negative = inhibition, usual class: inhibitors; active means well fitted inhibition curve with a large enough effect in the signal ratio, with a control signal flat, not every such curve was filed as active; inconclusive means small, poorly fitted or top-dose-only effect, or effect the other way, or a change in a side signal; inactive means no such curve, though single readings can be large or run the other way; the % refers to the signal ratio; further: potency means the concentration at half of the fitted maximal effect; on the % scale 0 is the no-effect control and ±100 the full control effect
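TR-FRET readout: Ex 340 nm, 665/545 nm emission ratio, normalized to buffer-only (basal) and MBNL1-(CUG)12 controls. Complex of MBNL1-His with Biotin-(CUG)12, compounds 92 nM–58 uM, incubated 60 min at room temperature.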
RORg inh = qHTS for inhibitors of ROR gamma transcriptional activity | Nuclear receptor ROR-gamma (Mus musculus), P51450 | Drosophila S2 Gal4-RORgamma UAS-luciferase reporter, 20 h | Potency, µM (titrated, usually from 53.6 µM), without a hit: at the highest dose activity change, negative = inhibition, usual class: inhibitors | 5.4% of 310,000 active; further: potency means the concentration at half of the fitted maximal effect; on the % scale 0 is the no-effect control and ±100 the full control effect; nearly all actives have a fitted effect of over 60% in size
Target sequence (P51450 whole entry, looked up, the tested form may be a part): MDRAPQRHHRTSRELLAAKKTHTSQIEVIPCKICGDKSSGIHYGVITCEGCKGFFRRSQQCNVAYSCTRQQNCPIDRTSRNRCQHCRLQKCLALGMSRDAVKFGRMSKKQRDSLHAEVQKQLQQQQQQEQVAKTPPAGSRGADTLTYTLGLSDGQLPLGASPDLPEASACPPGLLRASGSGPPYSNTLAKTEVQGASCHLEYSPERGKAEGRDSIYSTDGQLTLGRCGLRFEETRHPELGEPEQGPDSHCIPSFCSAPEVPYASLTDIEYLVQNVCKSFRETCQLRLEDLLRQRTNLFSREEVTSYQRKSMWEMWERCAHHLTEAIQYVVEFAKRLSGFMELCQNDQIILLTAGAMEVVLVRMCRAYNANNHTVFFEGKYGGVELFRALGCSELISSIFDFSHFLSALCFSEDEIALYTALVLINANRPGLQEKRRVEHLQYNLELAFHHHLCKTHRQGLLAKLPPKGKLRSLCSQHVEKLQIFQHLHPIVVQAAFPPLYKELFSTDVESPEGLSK
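Drosophila Schneider cells stably carrying a metallothionein-driven Gal4 DBD–ROR gamma fusion and a UAS-Photinus luciferase reporter were exposed to compound for 1 hr, then induced with copper sulfate (700 uM final) for 20 hr at ambient temperature before luminescence reading.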
VP16 counter = VP16 counterscreen qHTS for inhibitors of ROR gamma transcriptional activity; Drosophila S2 Gal4-VP16 UAS-luciferase, luminescence, 20 h; Potency, µM (doses to about 53.6 µM), without a hit: top-dose activity, negative = inhibition, most hits filed as inhibitors; 3.5% of 310,000 active;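 further: Gal4-VP16 expression switched on by copper sulfate through the metallothionein promoter; potency means the concentration at half of the fitted maximal effect; on the % scale 0 is the no-effect control and ±100 the full control effect; nearly all actives have a fitted effect of over 50% in size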
ELG1 repair inh = qHTS screen for small molecules that inhibit ELG1-dependent DNA repair in human embryonic kidney (HEK293T) cells expressing luciferase-tagged ELG1 | Potency, µM (top dose mostly 46.1 µM), for inactives: at the highest dose activity change, negative = inhibition, most hits filed as inhibitors | HEK293T ELG1-luciferase reporter, luminescence, 16 h; DNA damage induced by 5-fluorouridine | AID 504467, 2011 | 2.3% of 330,000 active; further: potency means the concentration at half of the fitted maximal effect; on the % scale 0 is the no-effect control and ±100 the full control effect; nearly all actives have a fitted effect of over 55% in size
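Cells (2,000 per well) received 5-fluorouridine plus test compound or DMSO and were incubated 16 hr at 37 °C, 5% CO2. Luciferase activity was read by luminescence 30 min after ONE-Glo addition; signal suppression marked inhibition of damage-induced ELG1 function.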
Mito fusion yeast = qHTS Assay for Small Molecule Inhibitors of Mitochondrial Division or Activators of Mitochondrial Fusion; S. cerevisiae fusion-defective mutant growth rescue, CellTiterGlo 48 h; Potency, µM (titrated, usually from 46.1 µM), for the others: top-dose growth rescue (activation), usual class: activators; 0.23% of 320,000 active;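 further: potency means the concentration at half of the fitted maximal effect; % of control where 0% means no effect; nearly all actives have a fitted effect of over 45% in size; temperature-sensitive fusion mutants such as fzo1-1 at 37 °C on non-fermentable ethanol glycerol medium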
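Compounds are tested for their ability to restore growth of mitochondrial fusion-defective yeast strains at non-permissive 37C in YPEG medium over 48 hours. Viability is quantified by luciferase luminescence.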
NPC1 prom act = qHTS Assay for NPC1 Promoter Activators; Potency, µM (top dose mostly 9.22 µM), without a hit: at the top dose activation, hits mostly activators; AID 485313, 2010; 2.4% of 320,000 active; Huh7 NPC1 promoter luciferase reporter, 24 h;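 further: potency means the concentration at half of the fitted maximal effect; % of control where 0% means no effect; nearly all actives have a fitted effect of over 60% in size; reporter is driven by a mutant NPC1 promoter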
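Luminescence from an NPC1 promoter-driven luciferase reporter in stably transfected Huh7 cells was measured after 24 h compound treatment at 37 °C, followed by 10 min ambient incubation with luciferase detection reagent.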
Rab9 promoter act = qHTS Assay for Rab9 Promoter Activators; Huh7 Rab9 promoter-luciferase reporter, luminescence, 24 h; Potency, µM (doses to about 9.22 µM), without a hit: at the highest dose activation, negative = inhibition, most hits filed as activators; 2.8% of 320,000 active; AID 485297, 2010; further: potency means the concentration at half of the fitted maximal effect; % of control where 0% means no effect; nearly all actives have a fitted effect of over 60% in size
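Steps: seed 1500 Huh7 Rab9-luc cells per well, rest 2 h at 37 °C; add compound in DMSO; incubate 24 h; add luciferase reagent, 10 min ambient; read luminescence.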
Menin MLL FP TR = qHTS Assay for Inhibitors Targeting the Menin-MLL Interaction in MLL Related Leukemias: Competition With Texas Red Labeled MLL-derived Mutant Peptide; AID 1768, 2009; O00255; Menin + Texas Red MLL mutant peptide, fluorescence polarization; Potency, µM (highest dose often 61.6 µM), without a hit: at the top dose FP activity change, negative = inhibition, actives largely listed as inhibitors; 0.23% of 270,000 active; active means well fitted inhibition curve with a large enough effect in the polarisation, with a control signal flat, not every such curve was filed as active; inconclusive means small, poorly fitted or top-dose-only effect, or effect the other way, or a change in a side signal; inactive means no such curve, though single readings can be large or run the other way; the % refers to the polarisation; further: potency means the concentration at half of the fitted maximal effect; % of control where 0% means no effect; many of its hits are not listed in these tables
Target sequence (O00255 whole entry, looked up): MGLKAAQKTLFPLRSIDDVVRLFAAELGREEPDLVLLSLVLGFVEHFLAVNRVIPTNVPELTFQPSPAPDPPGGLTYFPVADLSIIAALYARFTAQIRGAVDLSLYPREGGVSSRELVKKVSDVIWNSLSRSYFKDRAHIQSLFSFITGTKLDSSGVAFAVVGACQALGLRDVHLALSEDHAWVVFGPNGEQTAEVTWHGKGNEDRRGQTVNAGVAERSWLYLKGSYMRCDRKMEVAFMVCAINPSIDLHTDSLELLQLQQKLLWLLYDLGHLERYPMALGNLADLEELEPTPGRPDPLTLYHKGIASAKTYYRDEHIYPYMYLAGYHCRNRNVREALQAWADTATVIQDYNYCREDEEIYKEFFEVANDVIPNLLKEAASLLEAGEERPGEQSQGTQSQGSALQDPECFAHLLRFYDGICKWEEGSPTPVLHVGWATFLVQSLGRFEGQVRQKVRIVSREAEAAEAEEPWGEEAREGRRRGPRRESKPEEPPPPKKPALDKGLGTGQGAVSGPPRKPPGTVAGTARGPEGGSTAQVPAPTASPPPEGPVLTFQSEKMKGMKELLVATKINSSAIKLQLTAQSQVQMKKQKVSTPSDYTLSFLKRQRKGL
FLuc counter = qHTS profiling assay for firefly luciferase inhibitor/activator using purifed enzyme and Km concentrations of substrates (counterscreen for miR-21 project) | Luciferin 4-monooxygenase (Photinus pyralis), P08659 | purified FLuc, Km substrates, luminescence inhibition | Potency, µM (doses to about 57.5 µM), for the others: at the highest dose activity change, negative = inhibition, actives largely listed as inhibitors | 6.9% of 360,000 active;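 further: potency means the concentration at half of the fitted maximal effect; plate controls were vehicle for no effect and reference inhibitor for full effect; nearly all actives have a fitted effect of over 55% in size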
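Purified P. pyralis luciferase (10nM final) with 10uM D-luciferin and 10uM ATP (Km levels) in 50mM Tris acetate pH 7.5, 10mM Mg acetate, 0.01% Tween-20, 0.05% BSA; qHTS 6-point titration, ~60 µM downward; luminescence read.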
PKM2 activator = qHTS Assay for Activators of Human Muscle isoform 2 Pyruvate Kinase; Pyruvate kinase PKM (Homo sapiens), P14618; purified PKM2, Kinase-Glo ATP luminescence, activation; response scale: 0% is enzyme alone, no compound; Potency, µM (titrated, usually from 57.5 µM), for the others: top-dose activation, actives largely listed as activators; 0.34% of 260,000 active; further: potency means the concentration at half of the fitted maximal effect; on the % scale 0 is the no-effect control and ±100 the full control effect; nearly all actives have a fitted effect of over 55% in size
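hPK-M2, >95% pure; 0.1 mM ADP / 0.5 mM PEP final; imidazole pH7.2 buffer w/ 7 mM MgCl2, 50 mM KCl; 1 h RT; Kinase-Glo lum. Intermediate enzyme activity for dual inhibitor/activator qHTS.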
KCNH2 3.1 block = qHTS for Inhibitors of KCHN2 3.1: Mutant qHTS; U2OS KCNH2 3.1, thallium flux FluxOr; active compounds read low; activity change, % (tested at about 1.8 µM); 0.95% of 340,000 active;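 active means maximum activity change below -70%; inconclusive means maximum activity change from -70% to -50%; inactive means maximum activity change above -50%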;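 further: thallium influx rate constant from kinetic fluorescence after stimulation buffer; on the % scale 0 is the no-effect control and ±100 the full control effect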
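Normalized rate constant (relative to positive and negative DMSO controls) derived from a 2 min kinetic fluorescence read after stimulation; U2OS cells expressing the 3.1 isoform via virus at 1.77 x 10^8 /mL.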
Numbers without * were called inactive; ? = inconclusive; nt = not tested or not shown; & = joins results of further samples; [ ] = remark or other dose. Unless noted, the call rests on the fitted dose curve; in most records, active means well fitted curve in the direction sought with a large enough effect; inconclusive means small, poorly fitted or top-dose-only effect, or another doubt; inactive means no such curve, though single readings can be large; an effect the other way counts as inactive or inconclusive.

SMILES | MBNL1-CUG inh | RORg inh | VP16 counter | ELG1 repair inh | Mito fusion yeast | NPC1 prom act | Rab9 promoter act | Menin MLL FP TR | FLuc counter | PKM2 activator | KCNH2 3.1 block
O=C(O)C1Cc2ccccc2N2CCCC12 (stereo not given) | 8% | 2% | -1% | 12% | -3% | 2% | 16% | ? | 3% | nt | 6
Cn1c(=O)oc2cc(S(=O)(=O)N3CCC(C(=O)N4CCN(c5ccc(F)cc5)CC4)CC3)ccc21 | 2% | 4% | -9% | ? | -5% | -1% | -7% | -3% | 0% | 1%[0.46 µM] | 2
Cc1ccc(OCC(=O)N2CCN(Cc3ccc4c(c3)OCO4)CC2)cc1 | -8% | 14% | 8% | -19% | 6% | -1% | -4% | -44% | 4% | -3% | 12
O=C(Nc1ccc2ccccc2c1)c1nn(C23CC4CC(CC(C4)C2)C3)cc1Br | 10% | 20% | -25% | ? | 2% | -4% | 4% | nt | 0% | 7% | -13
COc1ccc(NC(=O)c2cn(CCC#N)nc2-c2ccc(OC)c(OC)c2)cc1 | -7% | 16% | -1% | 2% | -1% | -5% | 4% | -24% | 5% | -2% | 18
C[n+]1c(-c2ccccc2)cc(-c2ccc(Cl)cc2)cc1-c1ccccc1 | ? | -32% | -29% | ? | 4% | -16% | -9% | -13% | -2% | 4% | 3
COc1ccc(N2C(=O)NC(=O)C(CCc3ccncc3)(CCc3ccncc3)C2=O)cc1 | -2% | 8% | 2% | 12% | -3% | -3% | 2% | 22% | 0% | -3% | -13
COc1ccc([N+](=O)[O-])cc1N=Cc1c(O)n(CCc2ccccc2)c(=O)n(C(C)C)c1=O | 22% | ? | -15% | 16µM* | 14% | -3% | -1% | 12% | 0% | 3% | 2
C/C(=N\N=C(N)N)c1ccccc1 | -5% | 24% | -1% | ? | 1% | -3% | -11% | nt | -1% | 0% | 6
CCCCC(CC)COC(=O)c1ccccc1C(=O)OCC(CC)CCCC (stereo not given) | nt | 12% | 2% | 7% | -8% | -4% | -3% | nt | 2% | nt | 7
CC(=NCC1CCCO1)c1c(O)n(-c2ccccc2)c(=O)[nH]c1=O (stereo not given) | 1% | -27% | -3% | 3% | 3% | -2% | 2% | -15% | 0% | -8% | 13
O=C1CC(=O)N(c2cccc(Cl)c2)C(=O)N1 | 7% | -5% | -10% | -1% | -4% | 0% | 2% | 12% | 4%[2.3 µM] | 0% | 5
COc1cccc(NC(=O)CN2CC(c3ccccc3)CC2=O)c1 (stereo not given) | -8% | 7% | 2% | 2% | -5% | 8% | 0% | -1% | -3% | 0% | 5
CCCCCCC(=O)N/N=C/c1c(O)n(CCCC)c(=S)[nH]c1=O | nt | ? | -24% | ? | 5% | -3% | 0% | nt | 0% | 1% | -15
Cc1cccc(-n2c(O)c(C)c(=O)[nH]c2=S)c1 | -1% | 12% | -16% | 4% | -2% | -1% | -3% | 15% | 1% | -2% | 14
COC(=O)C1=C(c2ccc(F)cc2OCc2ccccc2)C[C@@H]2CC[C@H]1N2C(=O)NCc1ccccc1Cl | nt | nt | nt | -13% | ? | -10% | -5% | nt | 0% | nt | 0
COc1cccc(C2(O)CCN(CC(=O)Nc3nc(C)cs3)CC2)c1 | 1% | 3% | -15% | ? | 1% | 0% | -4% | 3% | 0% | 16% | 17
COc1ccc(CCNC(=O)c2c(N)n(CCN3CCOCC3)c3nc4ccccc4nc23)cc1OC | 12% | 21% | -28% | 16µM* | 9% | 0% | 1% | 4% | -8% | 3% | -4
CC(N)Cc1ccccc1Sc1ccc(O)cc1 (stereo not given) | -2% | -12% | -2% | ? | -4% | -2% | -8% | -8% | 3% | 1% | nt
COc1ccccc1CN1CCN(C(=O)COc2cccc(C)c2)CC1 | -6% | 1% | 16% | -1% | 1% | 5% | 1% | -13% | -1%&-9% | -9% | -15
CC(C)c1cccc(C(C)C)c1O | nt | 10%[10 µM] | 0% | nt | -3% | 2%[46.1 µM] | -9%[46.1 µM] | 4% | nt | nt | 0
O=C(Nc1ccc(OC(=O)N2CCCC2)cc1)N1CCOCC1 | -8% | -27% | -5% | 9% | -5% | -3% | 10% | 2% | -1% | -5% | -10
Cc1ccsc1-c1nc(CSCC(=O)N2CCC3(CC2)OCCO3)c(C)o1 | 9% | 18% | 3% | -16% | -2% | -1% | -3% | ? | 0% | 0% | -4
c1ccc(Nc2ccc(Nc3ccccc3)cc2)cc1 | nt | 22% | -21% | ? | ? | 24% | 0% | nt | ? | nt | -3
ClC(Cl)=C(c1ccc(Cl)cc1)c1ccc(Cl)cc1 | nt | 3%&20%&18% | -4%&-9%&6% | -2% | 7% | 1% | -1% | 11% | 0% | nt | 14
CCCCc1nc2ccccc2c(=O)n1-c1ccccc1[N+](=O)[O-] | 15% | -9% | 0% | -11% | 5% | -1% | 9% | 2% | 8% | 1% | -2
Cc1cccc(OC(=O)n2c(=S)oc3cc(Cl)ccc32)c1 | -14% | ? | ? | 7% | ? | 3% | -5% | 10% | ? | 9% | -17
C=Cn1c(P(=S)(N2CCOCC2)N2CCOCC2)cc2c1CCCC2 | 12% | -30% | -1% | 0% | -5% | 3% | -10% | 4% | 12% | -1% | 6
CNC(=O)OCCc1n(C)cc[n+]1C | 4% | -2% | -1% | 4% | -1% | 1% | -11% | -1% | 3% | -7% | 0
COc1cc(Cn2c(N)c(C(=O)NCc3ccco3)c3nc4ccccc4nc32)cc(OC)c1OC | ? | 5% | -5% | 3.3µM* | -2% | 3% | 1% | ? | 0% | -3% | -5
CCOC(=O)/C(CCCN(CC)CC)=N\O | -8% | -9% | 4% | 2% | -1% | -5% | 1% | 12% | 9% | -3% | 8
COC(=O)C1=C(c2cccc(C#N)c2)C[C@@H]2CC[C@H]1N2C(=O)NCc1cccc2ccccc12 | nt | nt | nt | -20% | -2% | -4% | 1% | nt | 0% | nt | -2
CC1(CCl)CN1S(=O)(=O)c1ccccc1 (stereo not given) | -6% | 3% | -6% | ? | -1% | -3% | -6% | nt | -3% | -1% | 20
COc1ccc(-c2noc(=O)n2Cc2cc(C)ccc2C)cc1 | 1% | 4% | 2% | ? | -3% | -9% | -3% | 1% | -2% | 2% | -24
CCn1c(O)c(/C=N/NC(=O)c2ccncc2)c(=O)[nH]c1=S | nt | 18% | -15% | 27% | 6% | -3% | 0% | 5% | ? | -9% | -12
CC(=O)CC(C)(C)n1c[n+](C)nn1 | 12% | -7% | 0% | 16% | -2% | 2% | -1% | 8% | 0% | -5% | 11
CCn1ncc(-c2ccnc3cc(C(=O)O)nn23)c1C | ? | -24% | 0% | -2% | -16% | 0% | 3% | -6% | 3% | nt | -4
O=C(CN1CCN(CCO)CC1)Nc1ccc(Cl)cc1C(=O)c1ccccc1 | -7% | 16% | -14% | -1% | -9% | -4% | -2% | -12% | 5% | -4% | -87*
N#Cc1ccccc1OCC(=O)N1CCN(CC(=O)Nc2ccc(F)cc2)CC1 | nt | nt | nt | 16% | -1% | -3% | 3% | nt | 0% | nt | 5
O=C1NC(=O)C2(Cc3c(nc4ccccn4c3=O)N3CCCCCC32)C(=O)N1Cc1ccccc1 (stereo not given) | 2% | ? | -9% | ? | 11% | -1% | 9% | -2% | 1% | 3% | -3
C=C1C(=O)O[C@@H]2C[C@@H](C)[C@@H]3C=CC(=O)[C@@]3(C)[C@@H](OC(=O)CC(=O)O[C@H]3[C@@H]4C(=C)C(=O)O[C@@H]4C[C@@H](C)[C@@H]4C=CC(=O)[C@]43C)[C@H]12 | 1% | 1.1µM* | 0.63µM* | ? | -14% | -47%[inhibitor] | -42%[inhibitor] | nt | -5% | 15% | -5
CCCc1cc(=O)oc2c3c(cc(OCC(=O)N[C@@H](C)C(=O)O)c12)OC(C)(C)CC3 | 0% | 8% | -6% | 4% | 2% | -2% | 0% | -16% | ? | nt | 2

Screening data: PubChem, National Center for Advancing Translational Sciences (NCATS)

Some of the compounds tested (hit frequency here may not be typical).
